# RGS4 act: potentiators or activators of RGS4. HEK293 M3R/inducible RGS4, carbachol calcium flux Fluo4; active compounds read low. B-score at 10 µM. actives 0.92% (n = 310,000). AID 463111;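 active means B-score of the integrated calcium signal more than 4 SD below the library mean, with starting fluorescence not abnormally high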;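 further: negative B-score means reduced calcium response which marks RGS4 activation or potentiation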
#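 Assay system: Inducible-RGS4 HEK293 cells carrying M3 receptor | Schedule: Compound preincubation 20 min at room temperature before agonist | Signal: Kinetic calcium fluorescence imaging with Fluo4-AM dye, 2 µM | Read-out basis: B score from integrated fluorescence ratio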
# TRPC6 activator: activates the mouse TRPC6 cation channel; actives 0.13% (n = 310,000); HEK293-TRPC6 membrane potential dye fluorescence; active compounds read high; Q61143; B-score at 10 µM;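 active means B-score of the integrated fluorescence ratio above library mean plus 3 SD, and starting fluorescence ratio within library mean plus 5 SD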;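 further: higher score means more depolarization so channel activation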
# TRPC6 inhibitor: inhibitors of mouse TRPC6 channel. actives 1.1% (n = 310,000). Q61143. HEK293-TRPC6, membrane potential dye, ACh-evoked depolarization; active compounds read low. B-score at 10 µM;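 active means B-score under library mean minus 3 SD, initial fluorescence not abnormally high, positive integrated signal ratio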;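 further: B-score derived from integrated fluorescence ratio over the kinetic read; more negative B-score means stronger inhibition of depolarization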
# RGS4 inh: human RGS4 inhibition | P49798 | HEK293 M3R/RGS4 inducible, Fluo-4 calcium flux; active compounds read high; triggered by carbachol at its EC20 | B-score at 10 µM | actives 0.45% (n = 310,000);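 active means B-score, a plate-corrected calcium signal, over three deviations above library mean, with baseline fluorescence within five deviations of library mean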;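 further: RGS4 expression induced by doxycycline in cells with stable M3 receptor; B-score is computed from the integrated fluorescence ratio over baseline after carbachol; higher B-score means a larger calcium signal and so more RGS4 inhibition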
# Target sequence (P49798 whole entry, looked up): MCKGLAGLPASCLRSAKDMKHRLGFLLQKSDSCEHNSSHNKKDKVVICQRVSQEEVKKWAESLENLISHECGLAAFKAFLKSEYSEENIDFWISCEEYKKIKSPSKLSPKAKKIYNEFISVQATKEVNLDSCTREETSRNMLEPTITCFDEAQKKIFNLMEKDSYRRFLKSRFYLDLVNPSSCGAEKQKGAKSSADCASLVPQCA
# MrgX1 allo act: allosterically activates human MrgX1 receptor signaling; Q96LB2; MrgX1-HEK293, Fluo-4 calcium flux, FDSS; active compounds read high; B-score at 10 µM; actives 0.63% (n = 310,000); AID 588675;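 active means plate-corrected calcium response at least 3 library SD above typical, normal starting fluorescence, not activating the receptor alone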;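 further: compound read alongside a low EC10 to EC30 dose of BAM8-22 agonist; peak minus trough fluorescence over baseline measured at the second addition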
# Target sequence (Q96LB2 whole entry, looked up): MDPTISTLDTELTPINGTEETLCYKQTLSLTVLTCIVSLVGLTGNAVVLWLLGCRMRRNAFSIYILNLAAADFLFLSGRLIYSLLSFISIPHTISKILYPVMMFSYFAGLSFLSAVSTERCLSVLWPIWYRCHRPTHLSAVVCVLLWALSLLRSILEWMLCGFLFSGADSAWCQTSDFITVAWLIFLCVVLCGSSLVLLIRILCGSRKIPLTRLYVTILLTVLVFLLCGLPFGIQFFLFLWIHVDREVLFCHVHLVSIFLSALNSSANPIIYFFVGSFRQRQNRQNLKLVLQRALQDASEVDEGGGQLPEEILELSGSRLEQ
# SKKanGAS inh: blocks kanamycin growth of S. pyogenes SKKanGAS strain; BacTiter-Glo, 6 h; inhibition, % at 7.5 µM; actives 1.3% (n = 300,000); AID 1662;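 active means mean replicate score, as percent of positive control median, at least 50; inconclusive means mean below 50 but one replicate at or above 50; inactive means mean and every replicate below 50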;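 further: strain carries kanamycin resistance gene driven by streptokinase promoter and grows in 40 µg/ml kanamycin; loss of luminescence reflects streptokinase promoter inhibition or plain growth inhibition; 0% = median of DMSO wells and 100% = positive control at its reference dose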
# MrgX1 antagonist: blocks BAM8-22 activation of human MrgX1 receptor | Q96LB2 | MRGX1-HEK293 calcium flux, Fluo-4, BAM8-22 antagonism; active compounds read low | B-score at 10 µM | actives 1.3% (n = 310,000);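 active means calcium-response B-score plate-corrected more than 3 library SD below zero, starting fluorescence within 5 deviations, no agonist response on first addition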;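 further: peak minus trough fluorescence over baseline after final BAM8-22 challenge near maximal dose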
# MrgX1 ag: activates human MrgX1 receptor signaling; Q96LB2; MrgX1-HEK293 cells, Fluo-4 calcium fluorescence, agonist mode; active compounds read high; B-score at 10 µM; actives 0.44% (n = 310,000); AID 588627;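 active means calcium response B-score plate-corrected fluorescence ratio at least 3 library SD, with starting fluorescence B-score inside 5 SD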
#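 Material: MrgX1-expressing HEK293 cells; input: 15,000 cells per well; doses: test compound given as first of three sequential additions; schedule: overnight plating before 1 h dye loading; technique: Fluo-4 NW calcium-flux fluorescence, kinetic read; evaluation: baseline-normalised fluorescence change ratio, B-scored; control set: plate-wise positive and negative controls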
# Platelet DG rel: modulates dense granule release in human platelets. human platelet-rich plasma, SFLLRN dense granule ATP release, luminescence. inhibition, %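 (compounds screened at 7.5 µM in platelet-rich plasma)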. actives 0.22% (n = 300,000);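 active means mean replicate score, as percent of positive control, at or above 50; inconclusive means mean below 50 but at least one replicate at or above 50; inactive means mean and every replicate below 50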
# TRPC4 block: TRPC4 (mouse) channel inhibition; Q9QUQ5; HEK293 TRPC4beta/mu-opioid, DAMGO-evoked Fluo4 calcium flux; active compounds read low; B-score at 10 µM; actives 0.39% (n = 300,000); AID 2247;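 active means B-score over 3 SD under the library average, no early fluorescence shift, positive overall ratio signal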
#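 Signal: kinetic Fluo4 fluorescence imaging of calcium influx. Material: stable TRPC4beta/mu-opioid receptor HEK293 cells. Probe or stimulus: DAMGO in two steps, submaximal then maximal.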
# HIF activator: HIF pathway transcriptional activation | U2OS HRE-luciferase reporter, luminescence; normalized: DMSO 0%, desferrioxamine 100% | activation, % at 7.5 µM (by protocol) | actives 0.32% (n = 300,000);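 active means mean activation of at least 10% of the iron chelator positive control signal, with at least half of replicates also reaching 10%; inconclusive means mean and replicate majority disagree about reaching 10%; inactive means mean and most replicates under 10%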
# Starred values were filed as active, the others as inactive; i = inactive; u = inconclusive; x = no result given. This is a random part of the collection (roughly 6.1% active in at least one column).
SMILES,RGS4 act,TRPC6 activator,TRPC6 inhibitor,RGS4 inh,MrgX1 allo act,SKKanGAS inh,MrgX1 antagonist,MrgX1 ag,Platelet DG rel,TRPC4 block,HIF activator
Cc1cc(OCC(F)(F)C(F)(F)C(F)(F)C(F)(F)C(F)(F)C(F)F)nc(N)n1,i,i,i,i,i,7.3,i,i,1.4,i,-0.3
Cc1ccc(S(=O)(=O)NC(=O)N(CCC#N)Cc2ccccc2)cc1,i,i,i,i,i,2.4,i,i,-1.3,i,-1.8
Cc1ccc(-c2csc3ncnc(NS(=O)(=O)c4ccc(Cl)cc4)c23)cc1,i,i,i,i,i,u,i,i,21.4,i,0.0
CSc1nc(N(C)CCO)c2sc3nc(-c4ccco4)c4c(c3c2n1)CCC4,i,i,i,4.9*,i,5.1,i,i,-4.0,i,-0.4
CC1(C)NC(=O)N(CCCCOc2ccc(Cl)cc2C=O)C1=O,i,i,i,i,i,-8.0,i,i,-3.7,i,0.8
O=c1cn[nH]c2ccccc12,i,i,i,i,i,0.1,i,i,4.4,i,-0.4
COc1ccc(NC(=O)CN(C)Cc2cccs2)cc1Cl,i,i,i,i,i,-8.5,i,i,-0.7,i,0.1
COc1ccc(N2CCN(S(=O)(=O)c3ccc4c(c3)NC(=O)C(C)C(=O)N4)CC2)cc1 (centres undefined),i,i,i,i,i,-12.4,i,i,-2.7,i,0.0
Nc1ccc(Nc2nc(-c3cccs3)cs2)cc1,i,i,i,i,i,13.3,i,i,13.8,i,1.1
COCCCNC(=S)NNC(=O)c1cc(Cl)c(O)c(Cl)c1,i,i,i,i,i,-6.2,i,i,12.5,i,0.1
O=C(COC(=O)CCC1CCCC1)Nc1ccccc1Sc1ccccc1,i,i,i,i,i,80.2*,i,i,0.4,i,0.0
Cc1cc(-c2cccs2)c2c(n1)sc1c(=O)[nH]c(=O)[nH]c12,i,i,i,i,i,2.5,i,i,8.7,i,0.4
Cc1ccc(CN2CCSc3ccc(C(=O)NCCCN4CCOCC4)cc32)cc1,i,i,i,i,i,0.8,i,i,2.1,i,0.7
COc1cc(C(=O)NC(=S)N2CCCCCC2)cc(OC)c1OC,i,i,i,i,i,12.7,i,i,-7.4,i,-0.9
Cn1c(CSCC(=O)Nc2ccccc2)nnc1SCc1ccccc1,i,i,i,i,i,-2.3,i,i,10.7,i,0.3
CCOc1ccc(C(C)NC(=O)C2CCCC2)cc1 (centres undefined),i,i,i,i,i,-2.9,i,i,0.7,i,-1.0
COc1ccc2c(c1)C1C=CCC1C(c1cc3c(cc1Br)OCO3)N2 (centres undefined),i,i,i,i,i,3.5,i,i,1.3,i,-0.2
Cc1ccsc1-c1nc(CN2C[C@@H](C)O[C@@H](C)C2)c(C)o1,i,i,i,i,i,0.1,i,i,3.5,i,0.0
CC(NC(=O)C(=O)N1CCCCC1)C(c1cccs1)N1CCN(c2ccccc2F)CC1 (centres undefined),i,i,i,i,i,3.6,i,i,-5.8,i,-0.3
CC(NCCOc1ccccc1F)C(=O)Nc1ccc(S(N)(=O)=O)cc1 (centres undefined),i,i,i,i,i,5.0,i,i,-2.9,i,1.2
CC1CCCC(C)N1/N=C/c1ccccc1Br (centres undefined),i,i,i,i,i,-0.6,i,i,5.1,i,-12.3
Cc1ccc(N2C(=O)C(Cl)=C(Nc3c(C)n(C)n(-c4ccccc4)c3=O)C2=O)cc1,i,i,i,i,i,1.8,i,i,-5.4,i,0.0
CC(=O)Oc1cc2c(cc1Cl)C1(CC(c3ccccc3Cl)O2)CC(C)(C)NC(=S)N1 (centres undefined),i,i,i,4.98*,i,28.2,i,i,x,i,-2.7
CS(=O)(=O)NCCC1=CCCCC1,i,i,i,i,i,1.0,i,i,0.7,i,-0.3
COCCNC(=O)c1onc(CS(=O)(=O)c2cc(C)cc(C)c2)c1C(=O)NCCOC,i,i,i,i,i,1.3,i,i,-5.2,i,0.0
# Next section
SMILES,RGS4 act,TRPC6 activator,TRPC6 inhibitor,RGS4 inh,MrgX1 allo act,SKKanGAS inh,MrgX1 antagonist,MrgX1 ag,Platelet DG rel,TRPC4 block,HIF activator
CN(C)c1cccc(C(=O)OCC(=O)N(Cc2ccccc2)C2CCS(=O)(=O)C2)c1 (centres undefined),i,i,i,i,i,1.0,i,i,-8.7,i,-0.3
CCOC(=O)Cc1[nH]nc2c1C(c1cccc(OC)c1OC)C(C#N)=C(N)O2 (centres undefined),i,i,i,i,i,3.3,i,i,x,i,-0.3
N#C/C(=C\c1ccc(-c2ccc(Br)cc2)o1)C(=O)NCCc1c[nH]c2ccccc12,i,i,i,i,i,x,i,i,11.9,i,0.0
Cc1ccc(OCc2cc(C(=O)NC3CCOC3)no2)cc1C (centres undefined),i,i,i,i,i,9.4,i,i,-9.1,i,0.8
O=C(O)CCCNC(=O)c1ccc(NC(=O)Cc2ccc(Cl)cc2)cc1,i,i,i,i,i,-1.1,i,i,2.1,i,-0.3
CCOC(=O)CNC(=S)N(CCCN1CCCCC1)Cc1cccs1,i,i,i,i,i,1.5,i,i,2.7,i,0.0
CCCC(C(=O)NC1CCCC1)N(CCN(CC)CC)C(=O)c1snc(C(N)=O)c1N (centres undefined),i,i,i,i,i,-5.6,i,i,x,i,-1.2
CC(=O)N(C(C)=O)N1C(=O)/C(=C/c2ccc(Cl)cc2)SC1=S,i,i,i,i,i,-6.2,i,i,2.0,i,-0.1
O=C1CCCCC1Sc1ccc(Cl)cc1[N+](=O)[O-] (centres undefined),i,i,i,i,i,-10.8,i,i,-9.3,i,0.1
Cc1cc(N/N=C2/CCCc3ccccc32)nc2ccccc12,i,i,i,i,i,8.7,i,i,-2.8,i,3.3
CCCC1=Nc2cc(C(=O)NCCCN3CCOCC3)ccc2Sc2ccccc21,i,i,i,i,i,-1.6,i,i,-0.2,i,1.0
CC1(c2nnc(-c3cccc(Cl)c3)o2)CC(c2cccc([N+](=O)[O-])c2)=NO1 (centres undefined),i,i,i,i,i,5.1,i,i,-3.1,i,-0.1
NS(=O)(=O)c1ccc(NC(=O)COC(=O)c2cn(-c3ccccc3)nc2-c2ccc(F)cc2)cc1,i,i,i,i,i,2.0,i,i,-5.0,i,0.3
O=C(Nn1cnc2ccccc2c1=O)c1ccc([N+](=O)[O-])cc1Cl,i,i,i,i,i,-13.1,i,i,-9.1,i,0.4
CC(=O)Nc1ccc(/C(C)=N/NC(=O)c2ccc(CN3CCOCC3)cc2)cc1,i,i,i,i,i,2.1,i,i,-0.4,i,2.2
Cc1cc(/C=C2\SC(=S)NC2=O)cc(C)c1O,i,i,i,i,i,16.7,i,i,-7.5,i,-1.3
CCOc1ccc(S(=O)(=O)Nc2ccccc2C(=O)N2CCCC2)cc1,i,i,i,i,i,-6.3,i,i,-1.0,i,-0.1
Cn1cnnc1SCC(=O)Nc1ccccc1F,i,i,i,i,i,-1.1,i,i,35.6,i,-0.9
CCN1CCN(C(c2cccs2)C(C)NS(=O)(=O)c2ccc(Br)cc2)CC1 (centres undefined),i,i,i,i,i,-0.4,i,i,7.7,i,0.1
NC(=O)NS(=O)(=O)Oc1ccccc1,i,i,i,i,i,4.7,i,i,-0.4,i,-0.2
COC(=O)c1ccc(CN2CCN(CC(C)C)C(CCO)C2)cc1 (centres undefined),i,i,i,i,i,-6.4,i,i,2.2,i,-0.3
C=CCNC(=O)c1ccc(C2SCC(=O)N2Cc2ccccc2)cc1 (centres undefined),i,i,i,i,i,-9.6,i,i,-1.9,i,0.1
CCN(CC(=O)Nc1c(F)cccc1F)C(=O)CNC(=O)c1ccc2c(c1)OCO2,i,i,i,i,i,21.6,i,i,-2.1,i,-0.3
CC(=NCCc1ccccc1)C1=C(O)COC1=O,i,i,i,i,i,-10.1,i,i,8.8,i,-0.4
CC(C)=C1C2CCC1C1C(=O)N(c3ccc4c(c3)OCO4)C(=O)C21 (centres undefined),i,i,i,i,i,3.4,i,i,-2.3,i,-0.1
# Next part
SMILES,RGS4 act,TRPC6 activator,TRPC6 inhibitor,RGS4 inh,MrgX1 allo act,SKKanGAS inh,MrgX1 antagonist,MrgX1 ag,Platelet DG rel,TRPC4 block,HIF activator
COc1cc2c3c(c1)-c1c(sn(-c4cc(OC)ccc4OC)c1=S)C(C)(C)N3C(=O)C2=O,i,i,i,i,i,3.9,i,i,-4.3,i,-0.2
CCN(c1ccccc1)S(=O)(=O)c1ccc(C(=O)Nc2ncccc2O)cc1,i,i,i,i,i,2.4,i,i,-9.1,i,1.5
Cc1ccc(S(=O)(=O)Cn2nnnc2C(C(C)C)N2CCC(O)CC2)cc1 (centres undefined),i,i,i,i,i,-1.5,i,i,2.4,i,0.1
COc1ccc2[nH]c(=O)c(-c3nnn(-c4ccc(Cl)nc4)n3)cc2c1,i,i,i,i,i,-1.2,i,i,-2.3,i,0.1
CCOc1ccc(/C=N/NC(=O)C2CC2)cc1OC,i,i,i,i,i,-5.6,i,i,-5.4,i,-1.0
CCN1CCN(c2cc(-c3ccccc3)nc3cc(-c4cccc(F)c4)nn23)CC1,i,i,i,i,i,19.6,i,i,0.6,i,-0.6
CN(c1cccc(NC(=O)CN(c2ccc(Cl)c(Cl)c2)S(=O)(=O)c2ccccc2)c1)S(C)(=O)=O,i,i,i,i,i,20.8,i,i,2.8,i,0.1
CN(C(=O)c1ccc2c(c1)OCO2)C1CCCCC1,i,i,i,i,i,7.4,i,i,4.2,i,1.7
Nc1ccc(C(=O)N/N=C2\CCCc3c2[nH]c2ccccc32)cc1,i,i,i,i,i,9.2,i,i,0.4,i,2.2
CCNC(=S)NS(=O)(=O)c1ccc(CC)cc1,i,i,i,i,i,-5.8,i,i,9.0,i,-0.1
CCOc1ccc(/C=C2\SC(=S)N(CC(=O)Nc3ccccn3)C2=O)cc1,i,i,i,i,i,13.9,i,i,3.7,i,-1.1
COc1ccc(CCC(=O)Nc2c(C)n(C)n(-c3ccccc3)c2=O)cc1,i,i,i,i,i,1.7,i,i,-5.0,i,-0.2
O=[N+]([O-])c1ccccc1Oc1ccc(C(F)(F)F)cn1,i,i,i,i,i,-7.0,i,i,-3.8,i,0.0
c1ccc(CNc2ccc3c(c2)ncn3C2CCCCC2)nc1,i,i,i,i,i,-3.3,i,i,-9.8,i,0.6
COc1ccccc1NC(=O)CN1CCN(CC(=O)Nc2ccc(OCc3ccccc3)cc2)CC1,i,i,i,i,i,23.3,i,i,17.8,i,0.4
CS(=O)(=O)c1ccc(Cl)c(NC(=O)COC(=O)c2cccc(S(=O)(=O)N3CCCC3)c2)c1,i,i,i,i,i,-4.4,i,i,12.6,i,0.8

# Bioassay records deposited in PubChem by several laboratories.
